# From PubChem BioAssay
# P. falciparum M1AAP = P. falciparum M1AAP inhibitors, biochemical, fluorogenic H-Leu-NHMec substrate, 1536-well (AID 1445); hit rate 0.42% among 220,000; inhibition, % at 30 µM, or IC50 in µM where a hit was titrated; Aminopeptidase N (Plasmodium falciparum (isolate 3D7)); recombinant M1AAP, H-Leu-NHMec fluorogenic kinetic assay; higher % means a stronger effect;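 active = primary inhibition above the hit cutoff, then over 50% inhibition at one or more dose response concentrations, cut at about 23% in these data, passing the limit was not always enough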;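 note: plate controls were DMSO full reaction for no effect and no enzyme background for full effect; strong numbers were not always called active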
# Ins promoter up = insulin promoter activators in MIN6 cells, imaging, high-content screening, mouse beta cells | MIN6 insulin promoter-GFP reporter; active compounds read high | z-score at 5 µM | hit rate 0.3% among 190,000;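 active = z-score above 3 at 5 µM with at least 500 cells counted in the well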
# Yfh1-depleted yeast = enhancers of respiration in Yfh1-depleted yeast, dose response, Friedreich's ataxia, plus single-dose screen (AID 1465). fold induction at 50 µM; hits with a dose series show EC50 in µM. S. cerevisiae Yfh1-off respiration, WST-1 reduction, 72 h; higher fold induction means a stronger effect. hit rate 0.074% among 220,000;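 active = fold induction of absorbance versus untreated yeast above a set limit, then at least 30% activation at any dose in follow-up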;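 note: activators that raise dye reduction in frataxin-depleted yeast; strong numbers were not always called active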
# M17LAP inhibition = P. falciparum M17LAP inhibitors, primary screen, biochemical, fluorogenic H-Leu-NHMec substrate, 1536-well (AID 1619). recombinant M17LAP, H-Leu-NHMec fluorogenic kinetic assay; higher % means a stronger effect. hit rate 0.38% among 220,000. one-dose inhibition, % at 30 µM; IC50 in µM for titrated hits. Leucine aminopeptidase (Plasmodium falciparum (isolate 3D7));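 active = compound inhibiting the enzyme by more than half at any dose during confirmatory dose-response retesting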;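 note: plate controls were full reaction with DMSO carrier for no effect and no enzyme background for full effect; strong numbers were not always called active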
# MT stabilize HCS = microtubule stabilizers in HeLa cells, primary screen, imaging, high-content imaging. AID 2205, 2009. HeLa tubulin immunostaining HCS, 24 h; share of cells brighter than vehicle mean+2SD. % tubulin-high responders, % at 10 µM. hit rate 0.83% among 200,000;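 active = plate Z-score above 3 for both tubulin-high and condensed-nucleus cell shares, with cell loss under 80%, at 10 µM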;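 note: anti alpha tubulin signal scored within the nucleus-defined area of each cell; some results filed as inactive read as strong as hits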
# Autophagy HCS = autophagy modulators in MEF cells, primary screen, imaging, high-content, MEF GFP-LC3. MEF GFP-LC3 puncta imaging; test concentration mostly 10 µM. calls only at 10 µM (by protocol). hit rate 0.98% among 190,000;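 active = percentage of spot-positive cells more than 3 SD above its plate mean, without a fluorescence outlier flag or 80% toxicity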;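 note: spot-positive cell cutoff set from DMSO-treated cells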
# Dynein transport = inhibitors of GR-EGFP nuclear translocation, primary screen, dynein cargo transport inhibitor project, imaging, high-content, 3617.4 mouse cells; z-score, hits read low; test concentration mostly 20 µM; stimulated with dexamethasone, 1 µM; active compounds read low; AID 1381, 2008; hit rate 0.47% among 220,000;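 active = plate z-score of nuclear minus cytoplasmic receptor signal below a set negative limit, without overly bright fluorescence or cell loss, cut at about -3.5 in these data, passing the limit was not always enough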;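 note: z-score of nuclear minus cytoplasmic ring GR-EGFP intensity difference per well; some compounds called inactive have numbers as strong as hits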
#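 Also added: dexamethasone, 1.0 µM final. Medium: tet-free, stripped-serum medium. Detection: fixed, Hoechst-stained cells imaged at 10x for EGFP. Read-out: nuclear-to-cytoplasmic GR-EGFP distribution per well. Times: induction 48 h, compound 1 h, agonist 30 min.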
# Hep lipid drop = inhibitors of hepatocyte lipid droplet formation, primary screen, imaging, high-throughput imaging, BODIPY stain. hit rate 0.4% among 240,000. AID 1656, 2009. inhibition, % at 6.5 µM. AML12 mouse hepatocytes, oleate lipid droplets;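 active = lipid droplet intensity inhibited by at least 50%, with more than 500 cells counted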
#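 Assay system: AML12 mouse liver cells | Compound dosing: One dose, 6.5 µM compound | Read-out basis: Droplet intensity reduction, % inhibition | Measured by: Fluorescence imaging, 20x objective, two fields per well | Schedule: Overnight treatment with compound plus oleate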
# ER stress rescue = rescue of cells from ER stress-induced death, primary screen, 384-well, CSM14.1, thapsigargin, ATP luminescence (AID 1222); CSM14.1 thapsigargin-induced death rescue, ATP luminescence; higher % means a stronger effect; cellular ATP content (survival), % at 20 µM; hits with a dose series show EC50 in µM; 190,000 tested, under 10 active;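 active = EC50 below 50 µM in the dose-response confirmation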;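 note: death triggered by thapsigargin at about 15 µM added after 2 h compound pretreatment; cell ATP read after overnight thapsigargin exposure of roughly 18 to 22 hours; normalized against plate controls of thapsigargin alone and 5% DMSO vehicle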
# Dynein transport cytoplasmic EGFP = second read-out of Dynein transport, no call of its own (marks repeat the call); z-score; measured here: cytoplasmic GR-EGFP intensity; active compounds read high
# Dynein transport nuclear GR-EGFP = second read-out of Dynein transport, no call of its own (marks repeat the call); z-score; measured here: nuclear GR-EGFP intensity;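 lower value marks the stronger effect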
# Dynein transport cell count = also measured in Dynein transport; calls as there; z-score; measured here: cell count per field
# Ins promoter up cell count = recorded beside Ins promoter up, whose call it bears; cell count; measured here: cytotoxicity, nuclei count;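 total cells summed across four imaged fields per well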
# Hep lipid drop cells 6.5 µM = further read-out of Hep lipid drop, marked with its call; cell count; measured here: cell count, cytotoxicity flag;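 cells counted across two imaged fields per well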
# MT stabilize HCS Hoechst-high % = second read-out of MT stabilize HCS, no call of its own (marks repeat the call); % Hoechst-high responders; measured here: nuclear condensation Hoechst responders;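 share of cells brighter than vehicle mean plus two SD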
# MT stabilize HCS cytotoxicity % = further read-out of MT stabilize HCS, marked with its call; toxicity, %; measured here: cytotoxicity by cell density;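 0% = mean cell density of plate MIN control wells and 100% = no cells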
# Autophagy HCS cell loss 18 h = recorded beside Autophagy HCS, whose call it bears; toxicity, %; measured here: cell loss, nuclei count;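 cell loss after 18 h compound exposure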
# * hit, by the source's call; i = inactive; · = not tested or not shown.
cpd | SMILES | P. falciparum M1AAP | Ins promoter up | Ins promoter up cell count | Yfh1-depleted yeast | M17LAP inhibition | MT stabilize HCS | MT stabilize HCS Hoechst-high % | MT stabilize HCS cytotoxicity % | Autophagy HCS | Autophagy HCS cell loss 18 h | Dynein transport | Dynein transport cytoplasmic EGFP | Dynein transport nuclear GR-EGFP | Dynein transport cell count | Hep lipid drop | Hep lipid drop cells 6.5 µM | ER stress rescue
1 | Cc1[nH][nH]c(=O)c1C(c1c(C)[nH][nH]c1=O)c1cn(Cc2ccccc2Cl)c2ccccc12 | 4.2% | -0.29 | 1208 | i | 22.0% | 25.0* | 23.4* | 32.5* | i | 22.2 | 0.106 | -0.224 | 0.156 | -0.0911 | -37.1 | 509 | 1.6%
2 | Cc1noc(NS(=O)(=O)c2ccc(NC(=O)C(CC(C)C)N3C(=O)c4ccccc4C3=O)cc2)c1C (centres undefined) | 7.56µM* | 0.27 | 1112 | i | 81.4% | · | · | · | · | · | -0.568 | -0.233 | -0.248 | -0.122 | 0.8 | 682 | ·
3 | O=C(OCn1nnc2ccccc2c1=O)c1ccc(S(=O)(=O)N2CCOCC2)cc1 | 2.9% | -0.06 | 995 | i | -3.1% | 1.6 | 1.3 | 9.2 | i | 6.6 | -1.4 | -0.289 | -0.472 | 0.341 | -2.0 | 766 | 2.6%
4 | O=C(CSc1nc(-c2ccccc2)cs1)N1CCN(C(=O)c2ccco2)CC1 | 4.3% | 0.56 | 1257 | i | 12.0% | 3.1 | 2.5 | 6.1 | i | -6.4 | 0.678 | -0.207 | 0.568 | 0.209 | -1.1 | 697 | -0.4%
5 | O=C(c1ccc(CN2CCOCC2)cc1)N1CCN(c2ccccc2)CC1 | 5.4% | · | · | i | 3.2% | 5.2 | 1.6 | 8.7 | i | 9.4 | 0.00397 | -0.164 | -0.365 | 0.903 | 31.1 | 712 | 0.2%
6 | Cc1ccsc1/C=N/N1CCN(C2c3ccccc3-c3ccccc32)CC1 | 0.4% | -0.31 | 1634 | i | 12.6% | 8.6 | 3.0 | 12.7 | i | 6.0 | 0.212 | -0.223 | -0.167 | 0.272 | · | · | 0.2%
7 | Cc1cc(C)c(Nc2ncnc(N)n2)c(C)c1 | -0.5% | -0.45 | 1427 | i | 6.5% | · | · | · | · | · | -0.0504 | -0.267 | 0.00597 | 0.102 | -8.3 | 699 | ·
8 | CC(=O)Nc1cccc(C(=O)N2CCN(Cc3ccccc3)CC2)c1 | -1.7% | 0.78 | 770 | i | 2.7% | 5.8 | 4.8 | 0.5 | i | 15.5 | 1.14 | -0.277 | 0.489 | -0.529 | 0.3 | 821 | 2.6%
9 | O=C(N/N=C/c1cc(Br)cs1)c1ccc2c(c1)OCCO2 | 9.6% | -0.22 | 1410 | i | -0.7% | · | · | · | · | · | -0.366 | -0.0717 | -0.124 | 0.308 | -4.3 | 657 | ·
10 | O=C(CNCC1CCCCC1)Nc1cccc(S(=O)(=O)N2CCOCC2)c1 | 4.4% | 0.37 | 1485 | i | 6.5% | 3.6 | 3.3 | 8.4 | i | -0.5 | 0.68 | -0.133 | 0.706 | -0.858 | -0.6 | 675 | -1.2%

# In the list so far, 2 have a thiophene ring, fused or not.
cpd | SMILES | P. falciparum M1AAP | Ins promoter up | Ins promoter up cell count | Yfh1-depleted yeast | M17LAP inhibition | MT stabilize HCS | MT stabilize HCS Hoechst-high % | MT stabilize HCS cytotoxicity % | Autophagy HCS | Autophagy HCS cell loss 18 h | Dynein transport | Dynein transport cytoplasmic EGFP | Dynein transport nuclear GR-EGFP | Dynein transport cell count | Hep lipid drop | Hep lipid drop cells 6.5 µM | ER stress rescue
6 | Cc1ccsc1/C=N/N1CCN(C2c3ccccc3-c3ccccc32)CC1 | 0.4% | -0.31 | 1634 | i | 12.6% | 8.6 | 3.0 | 12.7 | i | 6.0 | 0.212 | -0.223 | -0.167 | 0.272 | · | · | 0.2%
9 | O=C(N/N=C/c1cc(Br)cs1)c1ccc2c(c1)OCCO2 | 9.6% | -0.22 | 1410 | i | -0.7% | · | · | · | · | · | -0.366 | -0.0717 | -0.124 | 0.308 | -4.3 | 657 | ·

# An excerpt from above, showing only ER stress rescue and Ins promoter up.
No.	Molecule	ER stress rescue	Ins promoter up
8	CC(=O)Nc1cccc(C(=O)N2CCN(Cc3ccccc3)CC2)c1	2.6%	0.78
9	O=C(N/N=C/c1cc(Br)cs1)c1ccc2c(c1)OCCO2	·	-0.22

# Later entries
cpd | SMILES | P. falciparum M1AAP | Ins promoter up | Ins promoter up cell count | Yfh1-depleted yeast | M17LAP inhibition | MT stabilize HCS | MT stabilize HCS Hoechst-high % | MT stabilize HCS cytotoxicity % | Autophagy HCS | Autophagy HCS cell loss 18 h | Dynein transport | Dynein transport cytoplasmic EGFP | Dynein transport nuclear GR-EGFP | Dynein transport cell count | Hep lipid drop | Hep lipid drop cells 6.5 µM | ER stress rescue
11 | Cc1ccc(S(=O)(=O)NCC(=O)NC2CCCC2)cc1 | 6.1% | · | · | i | 6.7% | 2.4 | 1.5 | 1.3 | i | 4.1 | -1.81 | -0.179 | -0.636 | 1.14 | -2.5 | 737 | 2.3%
12 | O=C(COC(=O)CCc1ccc(S(=O)(=O)N2CCOCC2)cc1)NC(=O)NC1CCCCC1 | 2.6% | -1.12 | 1264 | i | -1.4% | 3.0 | 1.8 | 0.1 | i | -2.7 | 0.416 | -0.353 | 0.0532 | -0.207 | -23.4 | 666 | -0.6%
13 | OC(Cc1nc2ccccc2[nH]1)c1ccccc1Cl (centres undefined) | 9.2% | 1.44 | 1351 | i | -1.4% | 4.3 | 2.7 | 6.4 | i | 14.4 | -0.562 | -0.194 | 0.0327 | -0.154 | · | · | -3.4%
14 | CCCNC(=O)Cn1cccc1C(=O)c1ccccc1 | 12.0% | 1.1 | 1464 | i | 3.9% | 3.7 | 2.7 | 7.5 | i | 23.2 | -0.254 | -0.277 | 0.0237 | -0.0695 | · | · | -1.1%
15 | O=C(COc1nsnc1N1CCOCC1)Nc1ccc(Cl)cc1 | 2.2% | -0.1 | 1399 | i | -0.5% | 5.8 | 2.3 | 3.4 | i | 16.2 | 0.135 | -0.286 | 0.376 | -0.791 | 19.3 | 693 | 1.0%
16 | CSc1nc2ccc(NS(=O)(=O)c3ccc(Cl)s3)cc2s1 | 9.0% | 0.86 | 1204 | i | -1.8% | 5.0 | 4.1 | 3.8 | i | -4.6 | 1.52 | -0.265 | 0.763 | -0.828 | 1.2 | 726 | -4.8%

# Molecules shown so far with an NH in an aromatic ring:
cpd | SMILES | P. falciparum M1AAP | Ins promoter up | Ins promoter up cell count | Yfh1-depleted yeast | M17LAP inhibition | MT stabilize HCS | MT stabilize HCS Hoechst-high % | MT stabilize HCS cytotoxicity % | Autophagy HCS | Autophagy HCS cell loss 18 h | Dynein transport | Dynein transport cytoplasmic EGFP | Dynein transport nuclear GR-EGFP | Dynein transport cell count | Hep lipid drop | Hep lipid drop cells 6.5 µM | ER stress rescue
1 | Cc1[nH][nH]c(=O)c1C(c1c(C)[nH][nH]c1=O)c1cn(Cc2ccccc2Cl)c2ccccc12 | 4.2% | -0.29 | 1208 | i | 22.0% | 25.0* | 23.4* | 32.5* | i | 22.2 | 0.106 | -0.224 | 0.156 | -0.0911 | -37.1 | 509 | 1.6%
13 | OC(Cc1nc2ccccc2[nH]1)c1ccccc1Cl (centres undefined) | 9.2% | 1.44 | 1351 | i | -1.4% | 4.3 | 2.7 | 6.4 | i | 14.4 | -0.562 | -0.194 | 0.0327 | -0.154 | · | · | -3.4%
